STAT1 inh: STAT1 signaling inhibition. 200,000 compounds, 0.35% hits. NIH 3T3 STAT1-luciferase reporter, IFN-gamma, luminescence. inhibition, % at 5.5 µM;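 active = inhibition above a set limit, the mean inhibition across all tested compounds plus 3 SD, cut at about 34% in these data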;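 also: 0% = IFN-gamma with DMSO and 100% = IFN-gamma with 300 µM nifuroxazide; values of inactives mirror those of a sister screen read the other way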
STAT3 inh: inhibitors of IL-6 induced STAT3 signaling; U3A cells, IL-6 STAT3-luciferase reporter, luminescence; host cell line lacks STAT1; inhibition, % at 5.5 µM; 190,000 compounds, 0.89% hits;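 active = inhibition above the mean inhibition across all screened compounds plus 3 SD, cut at about 44% in these data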;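 also: 0% = DMSO only wells and 100% = 100 µM nifuroxazide control wells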
Redox H2O2 prof: compounds producing H2O2 with reducing agent – biochemical, NIH compound library profiling, artefact control for MLSCN library redox annotation, primary screen; DTT-dependent redox cycling H2O2, phenol red/HRP absorbance; 100% = 100 µM peroxide control, 0% = buffer; activation, % at 10 µM; 200,000 compounds, 0.03% hits; AID 878;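 active = activation of at least 50% relative to the plate's high and low controls in the primary single-dose screen; inactive = activation below 50%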;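 also: compound incubated with DTT at 0.8 mM final as the reducing agent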
STAT3 act: increases IL-6 driven STAT3 reporter signal; U3A cells, IL-6 STAT3-luciferase reporter, luminescence; 100% = signal with IL-6 EC80 alone; activation (% of control), % at 5.6 µM; 190,000 compounds, 0.91% hits; AID 871;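 active = activation above the screen-wide mean of compound activation plus 3 SD, cut at about 130% in these data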;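 also: 0% = background luminescence of wells with medium and substrate only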
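Material: STAT1-lacking human U3A cells, STAT3 luciferase reporter | Benchmarks: IL-6-only wells as 100% reference | Probe or stimulus: IL-6 (33 ng/mL) | Timing: Compound 1 h, then IL-6 6 h at 37 °C | Detection: Luminescence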
HMGR II inh: blocks class II HMG-CoA reductase of Enterococcus faecalis; purified E. faecalis HMGR, NADPH absorbance 340 nm kinetic; inhibition, % at 10 µM; 190,000 compounds, 0.41% hits;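 active = inhibition above a set limit, the median over all tested compounds plus 3 SD, cut at about 9.5% in these data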;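 also: enzyme runs in reverse so mevalonate oxidation gives rising NADPH absorbance; 0% = complete reaction with DMSO and 100% = background rate lacking mevalonate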
NF-kB neuron act: compounds increasing NF-kB expression in human neuronal cells; NF-kB reporter expression; active compounds read high; fold change at 12.5 µM; 190,000 compounds, 1.6% hits; AID 1239; in the data active = fold change above about 3.3
APP 5'UTR act: APP 5'UTR luciferase reporter activation; SH-SY5Y APP 5'UTR luciferase reporter, luminescence; zero percent = DMSO vehicle wells; activation, % at 2 µM; 190,000 compounds, 1% hits; AID 1276;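 active = activation above a set limit, based on mean plus 3 SD of controls, cut at about 140% in these data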; also: values of inactives mirror those of a sister screen read the other way
Hsp70 activator: transcriptional activators of Hsp70 | HeLa Hsp70 promoter luciferase reporter, luminescence; scaled: vehicle 0, proteasome-inhibitor control 100% | activation, % at 10 µM | 200,000 compounds, 0.04% hits;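 active = activation above the mean across all tested compounds plus 3 SD, cutoff set per campaign, cut at about 5.5% in these data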;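 also: 100% = MG132 at 30 µM as the positive control and 0% = DMSO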
STAT1 act: increases IFN-gamma driven STAT1 reporter signal; NIH 3T3 STAT1-luciferase reporter, luminescence; 100% = IFN-gamma alone, no compound; activation (% of control), % at 5.5 µM; 200,000 compounds, 2.6% hits;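 active = activation above the screen-wide mean activation plus 3 SD, cut at about 130% in these data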;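 also: raw ratio to IFN-gamma control signal so 100% means no change and 0% no light; values of inactives mirror those of a sister screen read the other way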
TLR4-MyD88 BLA: inhibitors of human TLR4-MyD88 binding; O00206+Q99836; HeLa CL3-4 TLR4/MyD88 BLA complementation, FRET ratio; inhibition, % at 8.4 µM; 200,000 compounds, 0.18% hits; AID 861; in the data active = inhibition above about 25%;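 also: 0% = vehicle and 100% = reference inhibitor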
Target sequence (O00206 whole entry, looked up): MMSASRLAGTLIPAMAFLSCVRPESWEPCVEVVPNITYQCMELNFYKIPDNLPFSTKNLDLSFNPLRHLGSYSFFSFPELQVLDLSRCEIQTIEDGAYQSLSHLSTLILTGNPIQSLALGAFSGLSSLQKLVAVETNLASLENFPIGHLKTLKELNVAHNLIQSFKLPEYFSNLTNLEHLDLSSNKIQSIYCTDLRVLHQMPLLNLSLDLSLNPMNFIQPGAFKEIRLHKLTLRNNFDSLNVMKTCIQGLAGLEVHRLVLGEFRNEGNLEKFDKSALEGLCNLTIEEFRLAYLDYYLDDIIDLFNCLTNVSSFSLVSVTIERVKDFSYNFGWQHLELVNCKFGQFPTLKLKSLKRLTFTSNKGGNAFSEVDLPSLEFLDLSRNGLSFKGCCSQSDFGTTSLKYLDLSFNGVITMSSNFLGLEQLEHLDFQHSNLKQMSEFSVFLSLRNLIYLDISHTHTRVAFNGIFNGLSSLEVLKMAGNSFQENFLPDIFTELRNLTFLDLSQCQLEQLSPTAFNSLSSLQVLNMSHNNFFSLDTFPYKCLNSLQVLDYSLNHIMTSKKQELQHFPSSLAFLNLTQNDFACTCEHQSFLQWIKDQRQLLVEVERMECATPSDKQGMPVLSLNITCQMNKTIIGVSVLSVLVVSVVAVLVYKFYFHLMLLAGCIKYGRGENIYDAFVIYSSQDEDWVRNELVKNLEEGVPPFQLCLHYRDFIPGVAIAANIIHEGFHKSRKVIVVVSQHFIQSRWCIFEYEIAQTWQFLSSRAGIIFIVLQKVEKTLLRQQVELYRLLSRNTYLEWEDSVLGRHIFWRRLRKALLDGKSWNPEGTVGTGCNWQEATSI
Target sequence (Q99836 whole entry, looked up): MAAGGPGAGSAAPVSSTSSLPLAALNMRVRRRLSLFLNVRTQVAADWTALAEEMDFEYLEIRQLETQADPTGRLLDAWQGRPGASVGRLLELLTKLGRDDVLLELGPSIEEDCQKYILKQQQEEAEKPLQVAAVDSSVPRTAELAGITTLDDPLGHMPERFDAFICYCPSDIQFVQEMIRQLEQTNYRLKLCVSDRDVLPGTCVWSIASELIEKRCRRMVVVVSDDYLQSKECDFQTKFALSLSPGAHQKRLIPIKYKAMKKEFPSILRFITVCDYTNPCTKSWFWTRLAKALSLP
Active calls of the source: *.

Screening CCC(C)(C(=O)NC1CCCCC1)N(Cc1cccs1)C(=O)c1ccccn1 (configuration not stated) returned STAT1 inh 3.0, STAT3 inh -1.0, Redox H2O2 prof -1.5, STAT3 act 103.8, HMGR II inh -2.9, NF-kB neuron act 0.94, APP 5'UTR act 7.5, Hsp70 activator 0.2, STAT1 act 96.2 and TLR4-MyD88 BLA -8.5.
For COc1ccccc1CN1CCNC(=O)C1CC(=O)NCc1cn(C)nc1C (configuration not stated) the results were STAT1 inh -4.0, STAT3 inh 1.1, Redox H2O2 prof -0.1, STAT3 act 102.0, HMGR II inh -4.3, NF-kB neuron act 0.95, APP 5'UTR act -14.2, Hsp70 activator -0.1, STAT1 act 102.6 and TLR4-MyD88 BLA 3.5.
N#C/C(=C\c1ccc(Cl)cc1)c1nc2ccccc2o1 was read as STAT1 inh -6.6, STAT3 inh 14.4, Redox H2O2 prof 0.5, STAT3 act 88.7, HMGR II inh -2.6, NF-kB neuron act 1.6, APP 5'UTR act 4.6, Hsp70 activator -0.3, STAT1 act 105.9 and TLR4-MyD88 BLA 17.9.
`Cc1ccsc1C(C(=O)NC1CCCCC1)N(C(=O)Cc1cccs1)C1CC1` (configuration not stated) gave STAT1 inh 3.9, STAT3 inh -15.8, Redox H2O2 prof 3.1, STAT3 act 119.7, HMGR II inh -5.8, NF-kB neuron act 1.18, APP 5'UTR act -1.9, Hsp70 activator -0.3, STAT1 act 96.5 and TLR4-MyD88 BLA 4.8.
For CC1(C)Cc2ccccc2-c2nnnn21 the results were STAT1 inh -0.5, STAT3 inh -4.1, Redox H2O2 prof -9.3, STAT3 act 106.2, HMGR II inh -6.6, NF-kB neuron act 0.89, APP 5'UTR act 1.2, Hsp70 activator -0.4, STAT1 act 100.4 and TLR4-MyD88 BLA -6.0.
Screening CN(C)CCNC(=O)Cn1nc(-c2ccc(Cl)cc2)ccc1=O returned STAT1 inh 5.3, STAT3 inh 6.8, Redox H2O2 prof 0.3, STAT3 act 100.7, HMGR II inh -0.9, NF-kB neuron act 0.95, APP 5'UTR act -0.2, Hsp70 activator 0.3, STAT1 act 95.2 and TLR4-MyD88 BLA -8.3.
`Cc1cc(OCC(=O)NC(C)C)cc(C)c1Br` gave STAT1 inh 0.0, STAT3 inh 13.2, Redox H2O2 prof -0.2, STAT3 act 90.1, HMGR II inh 0.0, NF-kB neuron act 1.04, APP 5'UTR act 2.7, Hsp70 activator -0.2, STAT1 act 99.5 and TLR4-MyD88 BLA -0.9.
Cc1ccc(NS(=O)(=O)c2ccc(C)c(NC(=O)COc3ccccc3)c2)c(C)c1 was read as STAT1 inh -12.4, STAT3 inh -9.0, Redox H2O2 prof -0.1, STAT3 act 105.1, HMGR II inh 2.4, NF-kB neuron act 0.8, APP 5'UTR act -1.6, Hsp70 activator -0.1, STAT1 act 111.1 and TLR4-MyD88 BLA -10.8.
`COC(=O)c1c(C)[nH]c(C(=O)COC(=O)Cc2ccc3c(c2)OCCO3)c1C` gave STAT1 inh 4.6, STAT3 inh 24.2, Redox H2O2 prof 1.2, STAT3 act 86.4, HMGR II inh -1.9, NF-kB neuron act 1, APP 5'UTR act -2.1, Hsp70 activator -0.1, STAT1 act 95.8 and TLR4-MyD88 BLA 2.6.
`O=C(COC(=O)c1ccc(NS(=O)(=O)c2cccs2)cc1O)NCc1ccccc1` gave STAT1 inh -1.2, STAT3 inh 4.3, Redox H2O2 prof -0.4, STAT3 act 103.7, HMGR II inh -3.0, NF-kB neuron act 1.21, APP 5'UTR act 10.8, Hsp70 activator 0.5, STAT1 act 101.3 and TLR4-MyD88 BLA -0.9.
Screening CCCS(=O)(=O)N1CCN(Cc2ccncc2)CC1 returned STAT1 inh 7.8, STAT3 inh 9.2, Redox H2O2 prof 2.0, STAT3 act 95.5, HMGR II inh -2.8, NF-kB neuron act 1.04, APP 5'UTR act 2.7, Hsp70 activator -0.5, STAT1 act 92.8 and TLR4-MyD88 BLA 2.9.
Cc1onc(-c2c(F)cccc2Cl)c1C(=O)OCC(=O)c1c(N)n(C)c(=O)n(C)c1=O was read as STAT1 inh -1.4, STAT3 inh -2.8, Redox H2O2 prof -2.1, STAT3 act 104.3, HMGR II inh -3.9, NF-kB neuron act 1.27, APP 5'UTR act -4.4, Hsp70 activator 0.9, STAT1 act 100.7 and TLR4-MyD88 BLA -6.7.
For Cc1ccc(OS(=O)(=O)c2ccccc2)c(/C=N/N=C2\NC(=O)C(C)S2)c1 (configuration not stated) the results were STAT1 inh -6.0, STAT3 inh 9.8, Redox H2O2 prof 1.8, STAT3 act 94.5, HMGR II inh -0.1, NF-kB neuron act 0.82, APP 5'UTR act 15.3, Hsp70 activator -0.1, STAT1 act 105.5 and TLR4-MyD88 BLA 11.3.
COc1ccc(/C(O)=C2\C(=O)C(=O)N(CCN(C)C)C2c2cc(OC)c(OC)c(OC)c2)c(C)c1 (configuration not stated) was read as STAT1 inh -4.2, STAT3 inh -5.8, Redox H2O2 prof 0.1, STAT3 act 107.7, HMGR II inh 2.5, NF-kB neuron act 1.18, APP 5'UTR act 4.8, Hsp70 activator -0.1, STAT1 act 103.9 and TLR4-MyD88 BLA 1.6.
`O=c1cc(CO)occ1OCc1cccc(C(F)(F)F)c1` gave STAT1 inh -11.4, STAT3 inh -2.1, Redox H2O2 prof 2.5, STAT3 act 106.6, HMGR II inh -3.3, NF-kB neuron act 1.12, APP 5'UTR act 4.3, Hsp70 activator -0.2, STAT1 act 110.3 and TLR4-MyD88 BLA 3.4.
`Cc1ccccc1Nc1nnc(SCC(=O)c2c(N)n(C)c(=O)n(C)c2=O)s1` gave STAT1 inh -8.2, STAT3 inh 7.2, Redox H2O2 prof 12.9, STAT3 act 95.7, HMGR II inh -2.4, NF-kB neuron act 0.63, APP 5'UTR act 10.5, Hsp70 activator -0.5, STAT1 act 108.3 and TLR4-MyD88 BLA -11.6.
Screening Cc1c(Cl)c([N+](=O)[O-])nn1CC(=O)NCC1CCCO1 (configuration not stated) returned STAT1 inh 1.6, STAT3 inh 2.9, Redox H2O2 prof 0.2, STAT3 act 100.5, HMGR II inh -1.9, NF-kB neuron act 1.42, APP 5'UTR act -1.3, Hsp70 activator -0.2, STAT1 act 96.6 and TLR4-MyD88 BLA 19.5.
For COc1ccc(OC)c2[nH]c(=O)c(CCNC(=O)Cc3cccs3)cc12 the results were STAT1 inh 9.1, STAT3 inh 10.4, Redox H2O2 prof -0.3, STAT3 act 96.4, HMGR II inh -2.5, NF-kB neuron act 1.04, APP 5'UTR act -27.7, Hsp70 activator 1.5, STAT1 act 89.8 and TLR4-MyD88 BLA 7.7.
CC(=O)c1sc(NC(=O)C(C)C)nc1C was read as STAT1 inh 1.7, STAT3 inh 21.2, Redox H2O2 prof 0.3, STAT3 act 84.7, HMGR II inh 2.8, NF-kB neuron act 1.23, APP 5'UTR act -16.8, Hsp70 activator -0.1, STAT1 act 98.4 and TLR4-MyD88 BLA -1.9.
`CCc1ccc(OCC(=O)N(CC)CC)cc1` gave STAT1 inh -9.2, STAT3 inh 6.5, Redox H2O2 prof -2.0, STAT3 act 97.9, HMGR II inh -0.9, NF-kB neuron act 1.22, APP 5'UTR act 15.7, Hsp70 activator -0.3, STAT1 act 108.2 and TLR4-MyD88 BLA 1.8.
For COc1cc2nc(SCc3ccc(C(F)(F)F)cc3)n(Cc3cccs3)c(=N)c2cc1OC the results were STAT1 inh -0.6, STAT3 inh -3.5, Redox H2O2 prof 2.1, STAT3 act 107.7, HMGR II inh -1.2, NF-kB neuron act 1.23, APP 5'UTR act -6.6, Hsp70 activator 0.3, STAT1 act 100.5 and TLR4-MyD88 BLA 1.8.
For O=C(OCC(=O)c1ccc(Cl)cc1Cl)c1ccc2c(c1)C(=O)N(c1cccc3ncccc13)C2=O the results were STAT1 inh 0.4, STAT3 inh 9.5, Redox H2O2 prof -3.2, STAT3 act 96.7, HMGR II inh -0.5, NF-kB neuron act 1.1, APP 5'UTR act -8.6, Hsp70 activator -0.2, STAT1 act 99.7 and TLR4-MyD88 BLA -4.1.
`CCCS(=O)(=O)N1CCC(C(=O)NC2CCCC(C)C2C)CC1` (configuration not stated) gave STAT1 inh 1.8, STAT3 inh 0.4, Redox H2O2 prof -3.5, STAT3 act 104.9, HMGR II inh 0.7, NF-kB neuron act 1.54, APP 5'UTR act 0.2, Hsp70 activator 0.5, STAT1 act 98.3 and TLR4-MyD88 BLA -6.3.
`CCNC(=O)C1CCCc2c1[nH]c1ccc(Cl)cc21` (configuration not stated) gave STAT1 inh 1.3, STAT3 inh 14.5, Redox H2O2 prof -0.4, STAT3 act 97.1, HMGR II inh -1.4, NF-kB neuron act 1.03, APP 5'UTR act -3.1, Hsp70 activator -0.3, STAT1 act 98.2 and TLR4-MyD88 BLA -2.9.
Screening Cc1nc2ccccc2nc1OCc1ccccc1 returned STAT1 inh 0.3, STAT3 inh 7.6, Redox H2O2 prof 0.6, STAT3 act 89.7, HMGR II inh -9.1, NF-kB neuron act 1.31, APP 5'UTR act 15.6, Hsp70 activator -0.3, STAT1 act 99.7 and TLR4-MyD88 BLA -15.1.
`CC(C)CSC1=NSC2=NC(=O)/C(=C\c3ccccc3)C(=N)N12` gave STAT1 inh -15.3, STAT3 inh 4.1, Redox H2O2 prof -0.9, STAT3 act 98.4, HMGR II inh -2.4, NF-kB neuron act 1.72, APP 5'UTR act 29.3, Hsp70 activator -0.2, STAT1 act 113.7 and TLR4-MyD88 BLA -16.6.
Screening Cc1cc(C)nc(N(C#N)Cc2ccccc2)n1 returned STAT1 inh 13.2, STAT3 inh -3.5, Redox H2O2 prof -2.5, STAT3 act 105.1, HMGR II inh -1.2, NF-kB neuron act 1.09, APP 5'UTR act 6.7, Hsp70 activator 0.1, STAT1 act 87.8 and TLR4-MyD88 BLA -0.6.
C=CCNC(=S)NS(=O)(=O)c1cccs1 was read as STAT1 inh 5.8, STAT3 inh 10.2, Redox H2O2 prof -0.6, STAT3 act 99.1, HMGR II inh -2.7, NF-kB neuron act 0.62, APP 5'UTR act -1.0, Hsp70 activator -0.1, STAT1 act 94.9 and TLR4-MyD88 BLA 2.1.
`CC(NC(=O)Cn1nc(C(=O)O)c2ccccc2c1=O)C12CC3CC(CC(C3)C1)C2` (configuration not stated) gave STAT1 inh -18.0, STAT3 inh -3.5, Redox H2O2 prof -0.3, STAT3 act 107.7, HMGR II inh -7.0, NF-kB neuron act 0.99, APP 5'UTR act 3.0, Hsp70 activator -0.4, STAT1 act 115.4 and TLR4-MyD88 BLA -1.3.
For CCOc1ccccc1N(CC(=O)O)S(=O)(=O)c1ccccc1 the results were STAT1 inh -0.8, STAT3 inh 9.6, Redox H2O2 prof -0.6, STAT3 act 94.5, HMGR II inh -0.1, NF-kB neuron act 1.11, APP 5'UTR act 1.7, Hsp70 activator -0.1, STAT1 act 96.2 and TLR4-MyD88 BLA 3.5.
